CCR6 antag = CCR6 receptor antagonists, primary screen, cell-based, CHO-K1, luminescence, beta-arrestin, uHTS. C-C chemokine receptor type 6 (Homo sapiens), P51684. CHO-K1 CCR6 PathHunter beta-arrestin, CCL20-stimulated. inhibition, % at 20 µM. 340,000 tested, 0.49% active. AID 493098, 2011;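 active = compounds whose inhibition of the agonist-driven luminescence signal at 20 µM reaches about 50%, limit read from the data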;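 note: cells stimulated with CCL20 at 14 nM final; plate controls were DMSO with CCL20 for no effect and DMSO without agonist for full effect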
Gli-Sufu block = Gli-Sufu pathway antagonists, primary screen, luciferase luminescence, Sufu-KO-LIGHT cells, uHTS; Sufu-KO-LIGHT fibroblasts, Gli luciferase reporter luminescence; inhibition, % at 5 µM; 340,000 tested, 0.74% active;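 active = inhibition above about 55%, limit read from the data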;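 note: 0% = DMSO-treated cells and 100% = wells with medium but no cells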
APOBEC3G inh = APOBEC3G DNA deaminase inhibitors, primary screen, biochemical, fluorescence, single-stranded DNA substrate, uHTS. 330,000 tested, 0.28% active. inhibition, % at 20 µM. DNA dC->dU-editing enzyme APOBEC-3G (Homo sapiens), Q9HC16. recombinant A3G, ssDNA deamination FAM/TAMRA fluorescence;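 active = inhibition of at least 40% at 20 µM, with no more than 30% in the related APOBEC3A deaminase screen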;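 note: plate controls were DMSO wells with A3G for no effect and wells lacking A3G enzyme for full effect; some compounds called inactive have numbers as strong as hits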
EBI2 block = EBI2 receptor antagonists, beta-arrestin recruitment, primary screen, cell-based, luminescence, 7a,25-OHC stimulation, uHTS | 7a,25-OHC stimulated | 360,000 tested, 0.81% active | inhibition, % at 5 µM; in the data active = inhibition above about 38%;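 note: enzyme fragment complementation signal reports receptor beta-arrestin coupling in cells; 0% = agonist plus DMSO wells and 100% = wells without agonist; some results beyond the cut were filed as inactive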
Target sequence (P32249 whole entry, looked up, the tested form may be a part): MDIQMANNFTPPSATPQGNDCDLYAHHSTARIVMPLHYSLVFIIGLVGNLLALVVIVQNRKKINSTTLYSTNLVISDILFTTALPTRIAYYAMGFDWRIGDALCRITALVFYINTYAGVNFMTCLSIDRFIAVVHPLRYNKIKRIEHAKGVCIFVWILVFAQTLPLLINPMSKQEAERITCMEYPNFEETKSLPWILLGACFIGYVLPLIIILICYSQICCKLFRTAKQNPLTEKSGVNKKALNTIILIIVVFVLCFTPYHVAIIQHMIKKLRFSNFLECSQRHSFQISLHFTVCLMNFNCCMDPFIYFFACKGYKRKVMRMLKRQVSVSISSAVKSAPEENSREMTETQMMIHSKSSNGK
APOBEC3A inh = APOBEC3A ssDNA deaminase inhibitors, primary screen, selectivity assay for APOBEC3G inhibitor project, biochemical, FAM/TAMRA oligo cleavage fluorescence; recombinant A3A, FAM/TAMRA ssDNA deamination fluorescence; 330,000 tested, 0.41% active; inhibition, % at 20 µM; DNA dC->dU-editing enzyme APOBEC-3A (Homo sapiens), P31941;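 active = at least 40% inhibition at 20 µM here, with at most 30% in a related deaminase screen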;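 note: plate controls were A3A with DMSO for no effect and wells lacking A3A enzyme for full effect; some results filed as inactive read as strong as hits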
Target sequence (P31941 whole entry, looked up): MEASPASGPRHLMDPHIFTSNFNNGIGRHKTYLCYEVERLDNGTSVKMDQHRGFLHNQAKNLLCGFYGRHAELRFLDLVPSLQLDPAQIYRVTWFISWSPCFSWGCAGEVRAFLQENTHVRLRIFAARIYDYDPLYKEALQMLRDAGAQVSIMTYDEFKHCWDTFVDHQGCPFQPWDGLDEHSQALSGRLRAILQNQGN
CXCR6 block = CXCR6 receptor inhibitors, primary screen, cell-based, beta-arrestin, luminescence, CHO-K1 PathHunter, 1536-well; C-X-C chemokine receptor type 6 (Homo sapiens), O00574; inhibition, % at 20 µM; 360,000 tested, 0.36% active; in the data active = inhibition above about 34%, passing the limit was not always enough;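 note: antagonist mode with CXCL16 agonist at 10 nM final; 0% = 10 nM CXCL16 with DMSO and 100% = unstimulated wells without agonist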
Target sequence (O00574 whole entry, looked up): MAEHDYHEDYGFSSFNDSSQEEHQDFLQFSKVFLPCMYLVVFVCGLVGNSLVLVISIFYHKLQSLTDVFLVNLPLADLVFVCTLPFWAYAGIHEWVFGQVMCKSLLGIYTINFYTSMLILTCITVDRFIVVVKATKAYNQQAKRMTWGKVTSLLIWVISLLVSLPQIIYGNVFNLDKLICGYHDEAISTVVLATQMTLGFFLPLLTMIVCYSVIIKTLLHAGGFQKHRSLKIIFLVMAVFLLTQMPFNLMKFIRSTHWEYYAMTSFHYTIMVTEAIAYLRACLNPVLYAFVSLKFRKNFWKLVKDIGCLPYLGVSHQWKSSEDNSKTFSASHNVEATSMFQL
MPTP inh = mitochondrial permeability transition pore inhibitors, primary screen, biochemical, isolated mouse mitochondria, absorbance | Ca2+ swelling absorbance, 30 min | AID 602449, 2012 | inhibition, % at 10 µM | 360,000 tested, 1.4% active;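 active = inhibition of 50% or more, scaled per plate between neutral and stimulator controls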;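 note: 0% = DMSO wells given calcium and 100% = 1 mM EGTA wells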
GRIN3A LBD mod = binders of NR3A ligand-binding domain, primary screen, biophysical, differential scanning fluorimetry, uHTS | Glutamate receptor ionotropic, NMDA 3A (GRIN3A) ligand-binding domain | NR3A LBD differential scanning fluorimetry, Tm shift; 0% = protein alone, 100% = glycine-bound protein | Tm shift relative to glycine control, % at 25 µM | 340,000 tested, 2.5% active;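 active = melting temperature shift of at least 10% of the positive control shift, at one fixed dose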
An asterisk follows results filed as active; / = no result given.

SMILES | CCR6 antag | Gli-Sufu block | APOBEC3G inh | EBI2 block | APOBEC3A inh | CXCR6 block | MPTP inh | GRIN3A LBD mod
CCCC(=O)Nc1cc2c3c(c1)CCN3C(=O)CC2 | -4.3 | 0.8 | -3.0 | -1.5 | -4.8 | 1.2 | -1.1 | -0.1
CCOc1ccc(CCNC(=O)C2CCCN(S(=O)(=O)c3c(C)n[nH]c3C)C2)cc1OCC (centres undefined) | -2.5 | -10.3 | -1.5 | -5.6 | 3.2 | -8.2 | 3.2 | 0.7
N#CCCN(C(=O)COC(=O)CNC(=O)C12CC3CC(CC(C3)C1)C2)c1ccccc1 | 9.3 | -8.3 | -6.3 | -7.0 | 2.3 | -15.7 | -1.9 | 3.0
CC(C)(C)OC(=O)C[C@@H]1C/C=C\C[C@@H](CC(=O)N[C@@H](CO)Cc2ccccc2)C(=O)N2CCC[C@H]2COC1=O | -6.3 | -6.7 | -4.6 | 1.7 | 1.1 | -4.5 | 1.5 | 1.3
O=S1(=O)CCN(Cc2cccc(C(F)(F)F)c2)CC1 | 16.2 | -14.5 | -0.6 | -4.0 | 3.7 | 1.9 | 0.3 | -3.4
O=S(=O)(c1ccc2c(c1)OCCO2)N(Cc1ccc(F)cc1)Cc1nnc(-c2cccs2)o1 | 8.3 | 2.4 | -0.1 | 14.3 | -0.8 | 3.0 | -0.5 | -10.9
Cc1cccc(C(=O)OCC(=O)NC(C)CCc2ccccc2)c1 (centres undefined) | 22.1 | 8.5 | -4.3 | 2.0 | -0.2 | -1.2 | 1.3 | 0.3
O=C(Cn1c2c(c(-c3ccccc3Cl)cc1=O)CCC2)NCCCN1CCOCC1 | 3.8 | 1.4 | 0.8 | -2.1 | 4.6 | 11.9 | 0.3 | -0.4
O=C(CC1C(=O)NCCN1Cc1ccccc1C(F)(F)F)NC1CCCC1 (centres undefined) | 1.5 | 2.2 | 1.6 | -8.9 | -1.6 | 3.8 | 0.8 | -1.1
O=C(CNc1ccccc1)N/N=C/c1ccc([N+](=O)[O-])o1 | -2.5 | -0.1 | -0.6 | -7.3 | 9.3 | -8.3 | 1.6 | 2.3
CCCn1cnc2cc(NC(=O)c3cccs3)ccc21 | -2.0 | -64.0 | -3.0 | -3.8 | 4.4 | -3.1 | 0.5 | 1.4
CCCOc1cccc(C(=O)Nc2ccc3c(c2)OCCO3)c1 | 7.1 | -84.7 | -7.7 | -9.1 | -1.1 | 2.4 | 1.9 | 1.2
Cc1ccc(NC(=O)C(C)SCc2nc3sc4c(c3c(=O)[nH]2)CCCC4)nc1 (centres undefined) | -16.2 | -3.5 | -8.1 | -1.7 | -1.2 | -5.6 | -0.7 | 2.3
O=c1c2c3c(sc2[nH]c(=S)n1Cc1ccco1)CCC3 | 15.2 | 5.3 | 68.9 | 1.0 | 89.7 | 3.5 | 3.0 | 0.3
O=C(/C=C/c1ccco1)Nc1scc(-c2ccccc2)c1C(=O)O | 1.9 | -39.5 | 19.1 | -9.0 | 59.3* | -0.6 | -0.5 | 1.1
O=C(O)/C=C/C(O)c1ccc(Cl)cc1 (centres undefined) | 0.4 | -1.5 | -5.9 | 3.8 | -1.3 | -2.0 | -3.1 | 0.6
CCS(=O)(=O)Nc1cccc(C2=NN(S(=O)(=O)CC)C(c3cccs3)C2)c1 (centres undefined) | 13.2 | -2.7 | -7.6 | -4.9 | -7.2 | 2.8 | -0.8 | 3.5
O=C(CCCC(=O)c1ccccc1)Nc1ccc(F)cc1 | 3.3 | 14.1 | -7.1 | -1.0 | -2.3 | 0.8 | 0.7 | -30.4
COCCn1c(SCC(=O)NCc2ccco2)nc2cccnc21 | 2.0 | -7.7 | 5.9 | -11.1 | 7.7 | 0.9 | 2.1 | 0.0
Nc1nc2c(-c3ccc(Br)cc3)nnn2c2ccccc12 | 12.5 | -85.6 | -7.6 | 3.9 | -0.7 | 9.1 | 5.0 | 37.2*
Cc1ncc(CO)c(/C=N/NC(=O)c2ccc(O)cc2)c1O | 8.6 | -6.2 | -4.1 | 2.4 | -2.6 | -12.1 | -1.6 | 5.2
COc1ccc(NC(=O)c2sc3nc(C)nc(N4CCOCC4)c3c2C)c(OC)c1 | 13.1 | 13.1 | -6.2 | 6.8 | 1.8 | -5.4 | 0.3 | 0.9
Cc1ccccc1Nc1nc(CSc2nnnn2-c2ccccc2)cs1 | 13.6 | -33.0 | -1.5 | -14.0 | -0.4 | 0.4 | -1.2 | 0.5
CC1CC(C)CN(CC(O)COC2CC(C)CC(C)(C)C2)C1 (centres undefined) | 11.3 | 4.7 | -6.0 | 2.4 | 2.5 | 2.0 | 6.1 | -0.7
COCCCn1c(SCC(=O)Nc2ccc(C(C)=O)cc2)nc2ccccc2c1=O | 11.3 | -53.5 | -7.6 | -4.5 | -4.8 | -0.4 | 3.5 | 1.2
CN(Cc1ccc(OCC(O)CN2CCCCC2)cc1)Cc1ccnc2ccccc12 (centres undefined) | 18.2 | 65.3* | / | 1.2 | / | 4.2 | 94.6* | -1.9
COc1cc(NC(=O)CN2c3cccc4cccc(c34)S2(=O)=O)cc(OC)c1OC | 2.0 | 10.8 | -1.5 | 9.3 | 6.8 | -2.7 | 5.1 | 2.1
O=C(Nc1ccccc1)Nc1ccc(Cl)nc1Cl | 4.0 | -13.2 | -5.3 | -4.2 | -3.1 | -2.9 | 73.2* | -0.1
Cc1ccc(C2=NOC(=O)/C2=C\C=C\c2ccccc2)cc1 | 25.0 | 11.4 | / | 35.7 | / | 48.4* | 4.6 | -4.0
Cc1cccc(Nc2nc(NC(C)C)nc(Oc3ccc(=O)n(C)n3)n2)c1 | 20.1 | 7.2 | -2.7 | -9.4 | 0.3 | 0.9 | -0.8 | 1.2
COc1ccc(N2CCN(C(c3cccs3)C(C)NC(=O)c3ccc4c(c3)OCO4)CC2)cc1 (centres undefined) | 1.6 | 12.6 | -2.7 | 11.7 | -0.3 | 4.8 | 3.1 | -1.0
CC1CCc2c(cnc3ncnn23)C1 (centres undefined) | 1.3 | 1.3 | -2.4 | 13.1 | 2.7 | 5.5 | 0.0 | 1.5
CCOC(=O)CSc1n[nH]c(NS(=O)(=O)c2ccccc2C(F)(F)F)n1 | 11.1 | -6.0 | -3.6 | -10.8 | -3.2 | 4.8 | -1.9 | -1.1
O=C(NCc1cn2ccccc2n1)C1CCC(=O)N(Cc2ccccc2F)C1 (centres undefined) | -1.2 | 4.4 | -6.6 | -1.2 | -4.3 | -1.5 | -2.3 | 2.0
CCCCC/C(=N\NC(=O)Nc1ccccc1)c1ccccc1 | 19.6 | 6.5 | -9.5 | 14.7 | -6.9 | -9.3 | -1.3 | 0.7
Cc1onc(-c2c(F)cccc2Cl)c1C(=O)N1CCCc2ccccc21 | 8.6 | 0.9 | -5.3 | 8.8 | 0.7 | 7.5 | -0.1 | 3.8
O=C(c1cc2cc(Br)ccc2[nH]1)N1CCc2ccccc21 | 6.4 | -10.6 | -8.2 | 9.2 | -4.5 | 12.4 | 1.5 | -4.5
CCCc1nnc(NC(=O)c2oc3ccccc3c2COCC)s1 | -13.5 | -15.9 | 0.5 | -7.1 | 0.0 | 0.0 | -1.8 | -0.8
CC(C)NC(=O)c1cccc(NC(=O)CC2SC(N3CCCCC3)=NC2=O)c1 (centres undefined) | 7.0 | -1.2 | -1.9 | -7.3 | -2.8 | 1.2 | -2.0 | 0.2
O=C(Nc1ccccc1)c1ccc(-c2ccccc2C(F)(F)F)o1 | 9.1 | -48.2 | 10.9 | -19.4 | -1.4 | -10.3 | 2.1 | -3.2
CN1C(=O)NC(NC(=O)C2CCCCC2)(C(F)(F)F)C1=O (centres undefined) | 5.2 | 11.7 | -0.8 | -0.6 | -2.3 | -10.7 | -2.6 | 1.2
CCOC(=O)C1CCN(C(=O)Cn2cc(C(=O)OC)c3ccccc32)CC1 | -2.4 | 3.0 | -1.6 | -4.6 | 2.7 | 0.7 | 0.0 | -0.5
CCOC(=O)C1CCN(S(=O)(=O)c2ccc(CNC(=O)c3ccccc3)s2)CC1 | 6.5 | -13.5 | -1.7 | -1.5 | 1.2 | 1.8 | 0.0 | -3.3
Cc1ccc(-n2nnnc2SCC(=O)Nc2ccccc2N2CCCCC2)cc1C | 12.1 | -1.3 | -3.3 | 21.8 | -0.9 | 5.2 | 30.2 | 0.9
CC(C)(C)c1ccc(N2C(=O)CSC2c2cccnc2)cc1 (centres undefined) | 0.4 | 4.3 | -4.4 | -10.6 | 2.4 | 1.9 | 6.4 | 0.5
CCOC(=O)c1ccc(NC2OC(=O)c3ccccc32)cc1 (centres undefined) | 8.3 | -26.9 | -1.3 | -7.6 | 0.3 | 1.4 | 0.2 | 0.1
O=C(Cc1ccccc1)N/N=C/c1cc(Br)c(Br)o1 | 8.9 | -10.9 | -1.0 | -3.2 | 1.1 | -3.8 | 2.1 | -1.2
Cc1ccccc1NC(=O)CC(=O)c1ccccc1 | 14.9 | -2.8 | -5.8 | 2.0 | -4.8 | 11.3 | -0.4 | 4.2
O=C(NCC1CCCO1)C(=O)N/N=C/c1ccc(OCc2ccccc2Cl)cc1 (centres undefined) | 10.7 | -20.7 | -5.8 | 3.2 | -0.7 | -3.0 | -0.6 | -3.9
COCn1c(-c2ccc(OC)cc2)nc2ccccc21 | 11.3 | -60.0 | -7.4 | 8.8 | -8.8 | 3.3 | -1.3 | -1.4
O=C(NC(=O)N1CCCCCC1)c1ccccc1 | -5.4 | 4.5 | -3.1 | -3.7 | 0.9 | 5.7 | -0.4 | -2.1
O=C1NC(c2ccccn2)Nc2sc3c(c21)CCC3 (centres undefined) | 12.5 | 3.3 | -2.1 | 9.0 | 4.2 | 38.4 | -1.8 | -1.2
Cc1ccc(C)c(NC(=O)CSc2nccn2Cc2ccco2)c1 | 2.0 | -17.8 | -8.0 | 6.6 | -6.9 | 0.4 | 0.2 | -0.8
COCc1[nH][nH]c(=O)c1C=Nc1ccc(C(F)(F)F)cc1 | -3.0 | -4.1 | -4.8 | -8.2 | -4.2 | 9.9 | -1.2 | 0.0
O=C(NCCCCNC(=O)c1ccc(F)cc1)c1ccc(F)cc1 | -15.1 | 8.6 | -4.1 | -3.7 | -4.9 | -3.3 | -0.4 | -0.7

Molecules shown so far with a tert-butyl group, in the order listed:
SMILES | CCR6 antag | Gli-Sufu block | APOBEC3G inh | EBI2 block | APOBEC3A inh | CXCR6 block | MPTP inh | GRIN3A LBD mod
CC(C)(C)OC(=O)C[C@@H]1C/C=C\C[C@@H](CC(=O)N[C@@H](CO)Cc2ccccc2)C(=O)N2CCC[C@H]2COC1=O | -6.3 | -6.7 | -4.6 | 1.7 | 1.1 | -4.5 | 1.5 | 1.3
CC(C)(C)c1ccc(N2C(=O)CSC2c2cccnc2)cc1 (centres undefined) | 0.4 | 4.3 | -4.4 | -10.6 | 2.4 | 1.9 | 6.4 | 0.5

Results in CXCR6 block, APOBEC3G inh and MPTP inh (three entries from above):
Structure | CXCR6 block | APOBEC3G inh | MPTP inh
COCn1c(-c2ccc(OC)cc2)nc2ccccc21 | 3.3 | -7.4 | -1.3
O=C(NC(=O)N1CCCCCC1)c1ccccc1 | 5.7 | -3.1 | -0.4
O=C1NC(c2ccccn2)Nc2sc3c(c21)CCC3 (centres undefined) | 38.4 | -2.1 | -1.8
